CHRM5 antagonist: human M5 muscarinic receptor antagonists, primary screen, CHO cells, Fluo-8 calcium fluorescence; CHO-hM5 cells, ACh EC80; inhibition, % at 3 µM; 360,000 tested, 0.59% active;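 active = inhibition above a per-plate cutoff, the mean of that plate's test compounds plus 3 SD, cut at about 27% in these data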;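 note: 0% = acetylcholine EC80 with DMSO and 100% = DMSO without agonist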
Target sequence (P08912 whole entry, looked up): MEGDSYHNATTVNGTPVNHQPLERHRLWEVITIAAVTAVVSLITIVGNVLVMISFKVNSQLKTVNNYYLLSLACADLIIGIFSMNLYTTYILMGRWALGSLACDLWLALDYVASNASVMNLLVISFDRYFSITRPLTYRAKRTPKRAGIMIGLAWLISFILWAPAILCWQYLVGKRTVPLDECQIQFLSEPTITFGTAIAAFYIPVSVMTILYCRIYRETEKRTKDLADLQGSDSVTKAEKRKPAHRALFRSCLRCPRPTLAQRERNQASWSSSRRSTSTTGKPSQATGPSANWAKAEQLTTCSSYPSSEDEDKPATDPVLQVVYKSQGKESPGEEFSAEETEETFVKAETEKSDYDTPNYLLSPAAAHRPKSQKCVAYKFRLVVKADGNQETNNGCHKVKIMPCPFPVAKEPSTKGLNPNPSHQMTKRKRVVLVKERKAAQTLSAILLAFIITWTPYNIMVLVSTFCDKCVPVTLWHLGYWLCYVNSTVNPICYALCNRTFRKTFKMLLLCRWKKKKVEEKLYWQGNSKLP
CHRM4 antagonist: human M4 muscarinic receptor antagonists, primary screen, CHO cells, Fluo-8 calcium fluorescence. AID 624125, 2012. Muscarinic acetylcholine receptor M4 (Homo sapiens), P08173. 360,000 tested, 0.73% active. CHO-hM4 cells, ACh EC80. inhibition, % at 3 µM;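 active = inhibition above its plate's cutoff, the mean inhibition of sample wells plus 3 SD, cut at about 27% in these data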;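 note: 0% = acetylcholine EC80 with DMSO and 100% = DMSO without agonist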
Target sequence (P08173 whole entry, looked up): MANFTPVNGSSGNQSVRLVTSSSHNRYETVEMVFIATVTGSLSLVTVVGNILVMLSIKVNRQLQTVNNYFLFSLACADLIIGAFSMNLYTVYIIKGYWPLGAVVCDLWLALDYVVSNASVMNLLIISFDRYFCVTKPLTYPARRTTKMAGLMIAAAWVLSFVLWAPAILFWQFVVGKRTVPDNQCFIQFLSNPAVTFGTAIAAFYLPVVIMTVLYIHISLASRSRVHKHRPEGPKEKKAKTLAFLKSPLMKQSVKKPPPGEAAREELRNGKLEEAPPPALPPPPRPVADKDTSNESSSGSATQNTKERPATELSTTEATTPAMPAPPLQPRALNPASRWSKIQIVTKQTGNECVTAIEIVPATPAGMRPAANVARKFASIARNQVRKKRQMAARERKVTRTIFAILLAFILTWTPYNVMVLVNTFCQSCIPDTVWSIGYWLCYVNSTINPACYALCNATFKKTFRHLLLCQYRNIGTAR
CHRM4 PAM: human M4 muscarinic receptor positive allosteric modulators, primary screen, CHO-K1 cells, Fluo-8 calcium fluorescence. Muscarinic acetylcholine receptor M4 (Homo sapiens), P08173. CHO-K1 hM4/Gqi5, ACh EC20; 0% = ACh EC20, 100% = maximal ACh. activation, % at 3 µM. 360,000 tested, 0.4% active. AID 624126, 2012;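 active = activation above its plate's cutoff, the mean activation of sample wells plus 3 SD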; note: some results filed as inactive read as strong as hits
CHO-K1 Ca antag: nonselective inhibitor or artifact in parental CHO-K1 cells; ATP-induced calcium, Fluo-8 fluorescence; 360,000 tested, 0.6% active; inhibition, % at 3 µM;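 active = inhibition above a per-plate cutoff, the plate's mean sample inhibition plus 3 SD, cut at about 24% in these data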;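 note: 0% = DMSO plus EC80 ATP and 100% = DMSO alone without ATP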
M1 PAM parental: nonselective calcium activators in parental CHO-K1 cells, primary screen, counter-screen for M1 PAM project, cell-based, Fluo-8 calcium fluorescence, full deck, 1536-well; activation, % at 3 µM; ATP EC20; 0% at ATP EC20, 100% at ATP max; 360,000 tested, 0.02% active;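 active = activation above the run cutoff, the mean activation of all test compounds plus 3 SD, cut at about 40% in these data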;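 note: peak over basal fluorescence ratio in a 140 s read after ATP addition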
CHRM4 agonist: human M4 muscarinic receptor agonists, primary screen, CHO-K1 cells, Fluo-8 calcium fluorescence | activation, % at 3 µM | CHO-K1 hM4/Gqi5; vehicle 0%, full acetylcholine response 100% | Muscarinic acetylcholine receptor M4 (Homo sapiens), P08173 | AID 624127, 2012 | 360,000 tested, 0.14% active;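 active = activation above the run mean over all test wells plus 3 SD, cut at about 32% in these data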;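 note: peak over basal fluorescence ratio per well then scaled between controls; 0% = DMSO wells and 100% = acetylcholine at EC100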
CHRM5 PAM: human M5 muscarinic receptor positive allosteric modulators, primary screen, CHO-K1 cells, Fluo-8 calcium fluorescence | Muscarinic acetylcholine receptor M5 (Homo sapiens), P08912 | CHO-K1 hM5, ACh EC20 PAM; 0% = ACh EC20, 100% = ACh EC100 | activation, % at 3 µM | 360,000 tested, 0.3% active | AID 624038, 2012;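 active = activation above the run cutoff, the mean activation of all test compounds plus 3 SD, cut at about 18% in these data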
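Assay system: CHO-K1 hM5 cells. Also added: acetylcholine at EC20 concentration, added after compound. Dosing: 3 µM, single dose. Times: compound preincubation 140 s before EC20 acetylcholine addition. Signal: Fluo-8 calcium fluorescence. Measure: % activation relative to EC20 and EC100 ACh responses. Repeats: singlicate, one well per test compound.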
CHRM5 agonist: human M5 muscarinic receptor agonists, primary screen, CHO-K1 cells, Fluo-8 calcium fluorescence. 360,000 tested, 0.19% active. activation, % at 3 µM. Muscarinic acetylcholine receptor M5 (Homo sapiens), P08912. AID 624037, 2012. CHO-K1 hM5 cells; 0% DMSO wells, 100% maximal acetylcholine response;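 active = activation above the run's mean over test compounds plus 3 SD, cut at about 23% in these data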;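 note: signal is peak over basal fluorescence ratio across the kinetic read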
CHO-K1 Ca ag: counter-screen for M1 agonists: effect in parental CHO-K1 cells | AID 602248, 2012 | activation, % at 3 µM | Fluo-8 calcium fluorescence; scaled to maximal ATP response, vehicle zero | 360,000 tested, 0.48% active; in the data active = activation above about 15%;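 note: untransfected CHO-K1 host cells lacking M1 receptor as counterscreen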
* = called active by the depositor.

SMILES	CHRM5 antagonist	CHRM4 antagonist	CHRM4 PAM	CHO-K1 Ca antag	M1 PAM parental	CHRM4 agonist	CHRM5 PAM	CHRM5 agonist	CHO-K1 Ca ag
O=C(Nc1nccs1)c1cccc(N2C(=O)c3cccc4c([N+](=O)[O-])ccc(c34)C2=O)c1	-6.0	13.5	7.3	-7.4	11.2	1.3	0.1	1.5	1.0
Fc1ccc(NC(=S)NN=C2CCCCCC2)cc1	16.6	-2.7	3.1	-7.1	20.9	-0.5	-5.9	-4.0	0.2
CCCNC(=O)C1(C)CCN(C(=O)COc2ccc(Cl)cc2Cl)C1 (stereo unspecified)	1.8	-15.9	2.3	-9.5	25.6	1.5	3.4	-2.5	0.7
O=S(=O)(c1ccccc1)N1CCC2(CC1)CO2	-3.4	-10.7	8.9	0.9	13.6	1.9	4.7	0.5	0.6
CCOc1ccc(C2N(c3ccc(Cl)cc3)C(=O)C3CCCN32)cc1OC (stereo unspecified)	1.6	-7.7	-1.3	-12.9	21.4	0.4	-0.3	1.1	0.7
CC(=O)Nc1ccc(S(=O)(=O)NCCNS(=O)(=O)c2ccc(NC(C)=O)cc2)cc1	7.4	-1.1	4.9	-1.4	-11.0	0.5	2.6	-1.3	-0.1
CCOc1ccccc1-n1c(SCC(=O)N2CCOCC2)nc2ccccc2c1=O	8.0	-2.9	1.2	-6.1	0.0	0.8	0.0	-2.6	1.7
CCN(C(=O)COC(=O)c1cc([N+](=O)[O-])ccc1N1CCOCC1)C1CCCCC1	4.6	1.8	-0.8	1.5	3.8	3.6	-6.4	-0.4	0.5
COc1ccc(/C=C(/NC(=O)c2ccco2)C(=O)Nc2ccc(C(C)=O)cc2)cc1	9.6	10.2	-6.6	-12.5	20.9	-0.1	5.6	-1.8	0.3
COc1ccc(C2(CO)OC(CO)C(O)C2O)cc1 (stereo unspecified)	3.3	-4.3	0.9	8.1	-19.2	0.2	5.5	2.3	-0.3
CC1CCCC(C)N1C(=O)COC(=O)c1ccc([N+](=O)[O-])o1 (stereo unspecified)	11.9	-4.0	4.0	-7.2	3.4	0.9	-0.6	-0.5	0.2
Cc1ccc(NC(=O)CN2C(=O)CNC2=O)cc1	11.9	-0.5	-0.7	-11.8	19.1	1.0	-2.0	3.0	0.8
CC(=O)Nc1ccc(NC(=O)Nc2cc(C)cc(C)c2)cc1	8.0	-6.2	6.4	-8.0	11.2	0.8	-1.5	-5.7	1.1
COc1cccc(Nc2ccc([N+](=O)[O-])c3nonc23)c1	25.2	6.6	-2.1	7.9	10.2	11.5	-8.9	13.9	12.1
Cc1cc(N2CCOCC2)n2nc(-c3cccc(F)c3)cc2n1	1.6	-2.7	8.7	-36.5	8.2	-0.6	-5.4	1.1	-0.3
COc1ccc(S(=O)(=O)N(CCCN2CCCC2=O)Cc2cc3c(C)cc(C)cc3[nH]c2=O)cc1	-7.1	-15.5	-3.6	-14.3	20.0	9.1	-10.8	-4.1	3.4
CC(=O)c1c(C)nc(-c2ccc(Cl)cc2)nc1N=CN(C)C	1.7	-7.7	4.4	-17.1	18.8	1.0	5.8	-2.8	0.7
Cc1sc2ncnc(SCC(=O)N3CCCC3=O)c2c1C	-2.3	-5.6	8.3	3.7	15.6	2.6	-3.4	-0.7	10.6
CCOC(=O)CN(C(=O)CNC(=O)c1cccs1)C(C(=O)NC1CCCCC1)c1cccs1 (stereo unspecified)	6.3	-8.0	-4.9	-6.1	15.1	10.9	-16.1	2.7	3.0
O=C(OCC(F)(F)F)c1cccc(COc2ccc3ccccc3c2)c1	9.8	6.6	-1.7	-7.1	11.7	-0.4	-0.8	-1.5	3.0

The last 2 entries of the section above are carried over, then new ones follow.
SMILES	CHRM5 antagonist	CHRM4 antagonist	CHRM4 PAM	CHO-K1 Ca antag	M1 PAM parental	CHRM4 agonist	CHRM5 PAM	CHRM5 agonist	CHO-K1 Ca ag
CCOC(=O)CN(C(=O)CNC(=O)c1cccs1)C(C(=O)NC1CCCCC1)c1cccs1 (stereo unspecified)	6.3	-8.0	-4.9	-6.1	15.1	10.9	-16.1	2.7	3.0
O=C(OCC(F)(F)F)c1cccc(COc2ccc3ccccc3c2)c1	9.8	6.6	-1.7	-7.1	11.7	-0.4	-0.8	-1.5	3.0
Cc1cc(N2CCN(c3ccc([N+](=O)[O-])c4cccnc34)CC2)c2ccccc2n1	11.6	-4.9	-0.3	-0.6	7.9	8.2	-7.5	-4.5	3.6
C[C@H]1CN([C@@H](C)CO)S(=O)(=O)c2ccc(C#CC(C)(C)O)cc2O[C@H]1CN(C)Cc1ccccc1	-6.6	-15.0	4.9	-17.2	22.4	5.7	4.0	-0.1	3.0
COC(=O)c1c(C)nc(C)c(C(=O)OC)c1-c1ccsc1	5.4	3.6	-2.9	-11.0	21.5	0.5	0.0	-1.4	0.9
COc1ccc(OC)c(S(=O)(=O)N(C)CC(=O)Nc2cc(Cl)ccc2OC)c1	9.4	-8.2	3.5	3.6	1.4	4.2	-7.7	-2.1	1.4
Cc1cccc(N2CCN(C(=O)CCNS(=O)(=O)c3cccs3)CC2C)c1 (stereo unspecified)	-9.9	-9.6	-2.7	-0.4	-12.8	5.4	-1.6	3.9	4.9
C=CCn1c(SCC(=O)c2cccs2)nc2sc(C)c(C)c2c1=O	-1.6	-7.1	-3.8	-11.9	19.5	0.2	-19.9	-10.7	0.9
CCOC(=O)C1(Cc2cccc(OC)c2)CCCN(Cc2nccn2CC)C1 (stereo unspecified)	3.0	-16.2	-1.4	-14.1	19.7	3.7	1.1	-13.4	1.3
Cc1cccc(NC(=S)NC(=O)CCc2ccccc2)c1C	4.9	-5.1	-5.4	-20.9	24.4	0.7	-9.0	-2.3	2.0
C(=Nc1ccc(Nc2ccccc2)cc1)c1ccc2ccccc2c1	12.8	11.1	-0.2	-7.8	25.0	0.8	-4.3	-2.0	0.0
NC(=O)/C=C\C(=O)Nc1cccc(C(F)(F)F)c1	-1.6	-5.5	3.6	-5.0	-2.9	-0.8	3.2	2.6	-0.4
CCSc1nsc(NC(=O)Nc2cccc(F)c2)n1	17.4	16.6	-12.2	18.5	4.7	13.0	-20.2	13.9	17.8*
CNc1ccccc1-n1ccc(-c2ccccc2)n1	3.5	-2.3	5.7	-3.1	18.4	-1.5	6.4	-4.3	0.4
COc1cccc(NC(=O)c2ccnc(N3CCC(C(=O)NCc4ccccc4OC)CC3)c2)c1	22.4	-4.4	2.0	-13.1	10.7	3.1	-7.4	-1.9	1.2
Cc1ccc(NC2CCCN(C(=O)c3snnc3C)C2)cc1C (stereo unspecified)	-2.0	-8.3	7.1	-21.8	14.9	1.3	2.7	-2.5	1.6
CCn1c(=O)cc(SCC(=O)Nc2ccc(OC)c(OC)c2)c2ccccc21	4.8	-6.2	-5.1	4.2	10.7	9.1	-12.9	9.2	4.8
CC1CC(C)CN(CC(=O)N2CCc3[nH]c4ccccc4c3C2)C1 (stereo unspecified)	2.0	2.0	-1.1	10.5	-5.4	1.0	-2.6	1.8	0.2
O=C1CCN(Cc2cccnc2)CCN1[C@H](CO)Cc1ccccc1	19.9	3.0	0.4	-7.4	5.9	0.6	1.2	-1.7	0.6
COCc1cc(=O)n2[nH]c(-c3ccccc3)cc2n1	0.0	-2.4	2.0	-8.2	10.7	0.3	7.2	-1.6	0.2
COc1ccc(C2(O)CC3CCC(C2)N3c2cc(C)nc(-c3ccccc3)n2)cc1 (stereo unspecified)	-1.5	-20.8	4.1	-20.8	2.3	0.5	-7.1	-5.4	-0.3
COC(=O)c1ccccc1NC(=O)c1ccc2c(c1)CC(C)O2 (stereo unspecified)	1.0	-5.3	-5.7	-4.0	4.9	-0.7	-0.3	-5.2	-0.1
CCOC(=O)c1ccc(N2C(=O)C(O)=C(C(C)=O)C2c2ccccn2)cc1 (stereo unspecified)	2.2	-1.0	-3.7	-4.3	2.2	-0.2	-1.3	-9.0	-0.1
Cc1cc(C)c(NC(=O)CS(=O)CC(=O)N2CCN(c3cccc(C)c3C)CC2)c(C)c1 (stereo unspecified)	5.8	-4.9	3.6	-4.1	-13.8	4.3	-0.5	-1.9	2.4
CN(c1ccccc1)P(=O)(N(C)c1ccccc1)N(C)c1ccccc1	8.2	26.2	-24.2	-11.2	10.4	2.6	-25.3	-13.6	1.9
C=CCc1c(C)nn(CC(=O)O)c1-c1ccccc1	-13.5	6.3	-0.2	2.6	8.7	0.1	-1.9	-2.0	0.4
CC(CNS(=O)(=O)c1ccc2c(c1)NC(=O)CCS2)c1ccccc1 (stereo unspecified)	4.3	-10.1	-1.1	2.4	5.2	7.2	-5.4	1.5	18.1*
CC(=O)Nc1cccc(OCc2cnc(Cl)s2)c1	1.6	-1.5	2.9	0.6	8.7	1.3	7.4	2.1	8.6
CCCCNS(=O)(=O)c1ccc(Br)cc1N1CCC[C@H]1CO	14.6	-12.4	4.7	-16.4	18.2	0.5	-7.4	0.0	0.8
CCOCCN(C(=O)c1ccccc1Cl)c1ccccc1	7.0	5.1	-23.0	4.3	2.2	19.5	-12.4	1.1	5.0
Cc1nn(-c2ccccc2)c(Cl)c1/C=N\NC(=O)c1cnccn1	-2.1	-1.9	6.1	5.3	11.7	0.7	2.4	-1.7	0.1
COc1ccc(NC(=O)CN(C)C(=O)c2cccc(Oc3ccccc3)c2)cc1	3.7	-1.7	1.4	0.8	-12.5	2.3	-1.9	-3.5	-0.2
O=C(O)c1cc2n(n1)C(C(F)(F)F)CC(C1CC1)N2 (stereo unspecified)	11.6	7.6	-13.3	-8.8	12.9	0.0	-4.8	0.7	1.4
Cc1nn(C(=O)c2ccco2)c(C)c1Sc1ccc(Cl)cc1	-6.9	-1.4	-2.6	-4.9	19.3	0.2	3.1	-4.1	0.4
O=C(Cc1cccs1)NCc1ccccc1Br	-3.3	-13.1	-0.2	-14.0	18.3	0.9	8.4	-5.5	0.3
COc1cc(C(=O)N[C@H](C(=O)OCC(=O)NC2CCCCCC2)C(C)C)cc(OC)c1OC	10.8	0.0	2.8	-25.6	22.1	4.4	-0.1	1.0	1.9
COc1ccc(/C(C)=N/NC(=O)CNC(=O)c2ccncc2)cc1	13.3	9.6	-1.7	3.6	11.8	0.9	-2.1	-4.6	0.2
COc1ccc(S(=O)(=O)Nc2ccc(S(=O)(=O)N3CCCCC3)cc2)cc1C	3.2	2.1	5.8	-11.1	17.8	-0.7	-2.7	-2.4	0.9
CCSCCOC(=O)C1=C(C)NC(=O)NC1c1cc(OC)ccc1OC (stereo unspecified)	-0.5	-3.2	-0.7	-7.1	4.3	0.0	-0.9	-6.8	-0.3
COCCn1c(C)nnc1SCC(=O)Nc1ccccc1[N+](=O)[O-]	-8.0	-8.0	-2.2	-7.7	17.2	2.0	2.9	-6.2	0.8
Cc1ccc(-c2noc(C3CCCN(C(=O)c4ccc(F)cc4F)C3)n2)cc1 (stereo unspecified)	-0.3	7.5	-1.9	-1.7	13.1	0.7	-11.8	-2.1	5.8

Source: PubChem BioAssay
